bCat nuc transl – modulators of beta-catenin nuclear translocation, primary screen, imaging, HeLa cells, immunofluorescence, high-content; nuclear translocation activity, % at 5 µM; hit rate 0.3% among 190,000;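 active means nuclear translocation activity above 50% at 5 µM, with a well cell count of 50 or more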;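 further: per-cell ratio of nuclear to cytoplasmic median beta-catenin stain intensity; plate controls were DMSO negative control for no effect and GSK-3 inhibitor IX positive control for full effect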
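Signal – beta-catenin immunofluorescence imaging with DAPI · Test system – human HeLa cell line · Dosing – 5 µM primary single dose, 0.1% DMSO, 0.02–20 µM confirmation series · Measure – % activation, nuclear-to-cytoplasmic median beta-catenin signal ratio per cell · Incubation – 24 h compound exposure at 37°C, 5% CO2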
human PMI inhibition – inhibitors of human PMI, primary screen, biochemical, fluorescence intensity, coupled assay (AID 1209) | Mannose-6-phosphate isomerase (Homo sapiens) | purified PMI enzyme, coupled fluorescence intensity; higher % means a stronger effect | inhibition, % at 20 µM; hits with a dose series show IC50 in µM | hit rate 0.42% among 190,000;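 further: plate controls were DMSO vehicle for no effect and wells lacking substrate for full effect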
Hep lipid drop – inhibitors of hepatocyte lipid droplet formation, primary screen, imaging, high-throughput imaging, BODIPY stain | AML12 mouse hepatocytes, oleate lipid droplets | inhibition, % at 6.5 µM | hit rate 0.4% among 240,000;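 active means lipid droplet intensity inhibited by at least 50%, with more than 500 cells counted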
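Technique: fluorescence imaging, 20x objective, two fields per well / Assay system: AML12 hepatocytes (mouse) / Measure: % inhibition of lipid droplet signal / Doses: 6.5 µM single-point dosing / Incubation: overnight exposure / Reagent: 100 µM oleic acid challenge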
TNAP activators – human TNAP enzyme activators, primary screen, biochemical, luminescent, no phosphate acceptor, uHTS (AID 1001); purified TNAP, luminescent activation assay, no phosphate acceptor; higher activation fold means a stronger effect; activation fold at 20 µM, or EC50 in µM where a hit was titrated; hit rate 0.03% among 200,000; in the data active means activation fold from about 3, or a potency from the dose series; inactive means the rest, 99 in 100 with activation fold below about 1.6; further: many of its hits are not listed in these tables
human PMI inhibitors – human PMI inhibitors, high substrate, primary screen, biochemical, fluorescence intensity, high mannose 6-phosphate (AID 1220); Mannose-6-phosphate isomerase (Homo sapiens); recombinant PMI enzyme, coupled fluorescence intensity; higher % means a stronger effect; one-dose inhibition, % at 20 µM; IC50 in µM for titrated hits; hit rate 0.66% among 190,000
Autophagy mod – autophagy modulators in MEF cells, primary screen, imaging, high-content, MEF GFP-LC3; MEF GFP-LC3 puncta imaging; test concentration mostly 10 µM; calls only at 10 µM (by protocol); hit rate 0.98% among 190,000; AID 463193, 2010;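 active means percentage of spot-positive cells more than 3 SD above its plate mean, without a fluorescence outlier flag or 80% toxicity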;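 further: spot-positive cell cutoff set from DMSO-treated cells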
Insulin prom up – insulin promoter activators in MIN6 cells, imaging, high-content screening, mouse beta cells. MIN6 insulin promoter-GFP reporter; stronger effect = higher value. hit rate 0.3% among 190,000. z-score at 5 µM;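 active means z-score above 3 at 5 µM with at least 500 cells counted in the well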
T cell HTS – modulators of CD8 T cell-vesicle binding, primary screen, mouse 2C CD8+ T cells, flow cytometry; 2C CD8+ T cell-vesicle binding; stronger effect = lower value; calls only at 7 µM; hit rate 0.068% among 330,000;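 active means response, share of CD8 T cells binding vesicles, and their 90th percentile fluorescence all below set limits, cut at about 80% in these data, passing the limit was not always enough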
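Material: 2C TCR transgenic mouse naive CD8+ T cells, MACS-purified. Also added: QL9-charged Drosophila Ld/ICAM-1/B7-1 vesicles. Timing: binding 1.5 h at 37 °C. Measured by: high-throughput flow cytometry with anti-B7-1 and anti-CD8 staining. Read-out: percent CD8+ FL2 mean versus row control. Controls: Unloaded micro-vesicles (low), QL9 vesicles with 0.7% DMSO (high).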
MT stabilizer – microtubule stabilizers in HeLa cells, primary screen, imaging, high-content imaging; hit rate 0.83% among 200,000; AID 2205, 2009; % tubulin-high responders, % at 10 µM; HeLa tubulin immunostaining HCS, 24 h; share of cells brighter than vehicle mean+2SD;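 active means plate Z-score above 3 for both tubulin-high and condensed-nucleus cell shares, with cell loss under 80%, at 10 µM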;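 further: anti alpha tubulin signal scored within the nucleus-defined area of each cell; some results filed as inactive read as strong as hits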
Insulin prom up cell count – second read-out of Insulin prom up, no call of its own (marks repeat the call); cell count; measured here: cytotoxicity, nuclei count;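 total cells summed across four imaged fields per well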
Hep lipid drop cells 6.5 µM – recorded beside Hep lipid drop, whose call it bears; cell count; measured here: cell count, cytotoxicity flag;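 cells counted across two imaged fields per well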
bCat nuc transl cell count 5 µM – recorded beside bCat nuc transl, whose call it bears; cell count; measured here: cell count, cytotoxicity flag
T cell HTS vesicle-bound % – second read-out of T cell HTS, no call of its own (marks repeat the call); double positive events, %; measured here: CD8+ vesicle-bound cell fraction;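 binding gate set so that unloaded-vesicle control wells show 10% double positive cells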
MT stabilizer Hoechst-high % – recorded beside MT stabilizer, whose call it bears; % Hoechst-high responders; measured here: nuclear condensation Hoechst responders;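 share of cells brighter than vehicle mean plus two SD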
MT stabilizer cytotoxicity % – also measured in MT stabilizer; calls as there; toxicity, %; measured here: cytotoxicity by cell density;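 0% = mean cell density of plate MIN control wells and 100% = no cells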
Autophagy mod cell loss 18 h – recorded beside Autophagy mod, whose call it bears; toxicity, %; measured here: cell loss, nuclei count;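 cell loss after 18 h compound exposure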
Active calls of the source: *; i = inactive; / = no result given; & = joins results of further samples. Unless noted, no stated cut-off is given here; in the data, active means inhibition above about 50%; inactive means the rest.

SMILES	bCat nuc transl	bCat nuc transl cell count 5 µM	human PMI inhibition	Hep lipid drop	Hep lipid drop cells 6.5 µM	TNAP activators	human PMI inhibitors	Autophagy mod	Autophagy mod cell loss 18 h	Insulin prom up	Insulin prom up cell count	T cell HTS	T cell HTS vesicle-bound %	MT stabilizer	MT stabilizer Hoechst-high %	MT stabilizer cytotoxicity %
Cc1cc(C)nc(CCNC(=O)c2cc(COc3c(F)cccc3F)on2)n1	0.6	955	7%	8	709	1.1	8%	i	14	-0.16	1283	i	39	1.6	2.0	2.1
O=C(CN1CCC(O)(c2ccc3c(c2)OCO3)CC1)N1CCOCC1	/	/	4%	/	/	1.1	1%	i	1	0.24	889	i	30	1.2	0.8	5.2
CC1COC(Cn2c3ccccc3c3ccccc32)O1 (stereo not given)	-0.7	1355	/	10	775	/	/	/	/	0.03	936	i	61	/	/	/
CCOC(=O)C1=C(C)NC(=O)CC1c1ccccc1OC (stereo not given)	0.1	1078	2%	-24	767	1	0%	i	1	0.48	1373	i	30	0.8	0.9	1.0
COC(=O)c1ccc(N=NNc2ccc(C(=O)OC)cc2)cc1	-0.2	982	2%	-1	592	1	-1%	i	4	0.37	1260	i	46	2.0	1.4	11
COc1cc(NS(=O)(=O)c2ccc(NC(=O)COc3ccccc3Cl)cc2)nc(OC)n1	/	/	-2%	-9	862	1.2	-8%	i	7	0.8	826	i	53	2.4	1.3	4.9
COc1cc(/C=C2/SC(N)=NC2=O)ccc1Oc1ccc([N+](=O)[O-])cc1[N+](=O)[O-]	0.6	1144	-1%	28	596	1.1	-7%	i	-19	-0.26	1428	i	46	2.8	2.7	0.8
Nc1nnc(N2CCc3ccccc32)s1	-1.0	977	4%	2	700	1	6%	i	12	/	/	i	63	5.3	2.8	5.0
CC12COC3(C(N)=O)CC1CCC32C (stereo not given)	-2.4	1110	1%	0	566	1.1	8%	i	4	0.12	1426	i	60	5.8	2.4	4.6
Cc1cc(NC(=O)c2cncc(Br)c2)n(-c2ccccn2)n1	0.5	1146	13%	0	746	1	2%	i	11	0.01	1039	/	/	1.5	1.2	1.4
C=CCn1c(CCc2cc(C(C)(C)C)c(O)c(C(C)(C)C)c2)n[nH]c1=S	-1.4	1022	8%	23	670	1.4	6%	i	24	0.09	1655	i	7	2.6	2.9	10
Cc1cc(C(=O)OCC(=O)Nc2cc(C(F)(F)F)ccc2N2CCOCC2)c(C)o1	-1.5	991	3%	/	/	1.1	6%	i	-5	-0.89	1337	i	40	5.3	2.0	6.4
Cc1ccc(S(=O)(=O)N2CCCC(C(=O)NCC(C)C)C2)cc1 (stereo not given)	-0.2	1072	1%	3	691	1.1	6%	i	-8	0.36	1172	i	48	0.9	0.9	5.7
CN(C)S(=O)(=O)c1ccc(Cl)c(NC(=O)CN2CCc3ccccc3C2)c1	-0.9	1081	10%	6	745	1.1	10%	i	16	-1.2	1485	i	48	1.9	1.5	8.8
CC1=C(C#N)C(=O)N(C2CCS(=O)(=O)C2)C(=O)/C1=C\c1ccco1 (stereo not given)	-0.6	1345	/	2	676	/	/	/	/	-0.06	1039	i	46	/	/	/
CC(C)CN1CCN(Cc2cccc3cccnc23)CC1CCO (stereo not given)	-0.3	1035	6%	-15	722	1	1%	i	16	1.1	1456	i	44	2.0	1.0	2.8
COc1ccc(NC(=O)c2c(C(F)(F)F)nn(C)c2Cl)cc1	3.5	1119	-4%	-8	699	1	2%	i	-7	0.12	1253	i	55	1.9	2.5	8.3
O=C(N/C(=C/c1cccc([N+](=O)[O-])c1)C(=O)N1CCCCC1)c1cccs1	-0.8	1068	15%	5	613	1	5%	i	-8	1	1433	i	16	3.3	2.3	8.0
Nc1nc2c(s1)COc1ccccc1-2	1.0	980	13%	24	786	1.1	11%	i	4	0.04	1626	i	24	1.7	2.0	1.9
Cc1ccc(C(=O)c2cc3ccccc3o2)cc1C	/	/	6%	/	/	1	4%	i	7	0.18	950	i	40	2.8	3.0	5.8
Cc1cc(=O)c2cc(Br)ccc2[nH]1	3.4	1006	0%	1	794	1.1	-7%	i	-2	0.27	838	i	25	1.7	1.0	4.2
CCc1c(C)c2c(C)nn(-c3ccccc3)c2oc1=O	-2.4	1148	17%	14	752	1.1	29%	i	1	-0.43	1051	i	38	2.6	1.5	1.7
CCC(C)C(NC(=O)C1CCC(C)CC1)C(=O)NC(C(=O)OC)C(C)C (stereo not given)	0.8	1370	-10%	/	/	1	-2%	i	0	-0.45	1449	i	54	6.8	2.5	7.4
COc1ccc(CCN=C(N)NS(=O)(=O)c2ccccc2)cc1OC	4.0	474	8%	13	641	1	9%	i	-3	-0.11	1356	i	38	2.6	2.8	1.3

Individual results from the list.
`COc1ccc(NC(=O)c2c(C(F)(F)F)nn(C)c2Cl)cc1` in Hep lipid drop = -8
`Cc1cc(=O)c2cc(Br)ccc2[nH]1` in bCat nuc transl = 3.4

Additional structures follow.
SMILES	bCat nuc transl	bCat nuc transl cell count 5 µM	human PMI inhibition	Hep lipid drop	Hep lipid drop cells 6.5 µM	TNAP activators	human PMI inhibitors	Autophagy mod	Autophagy mod cell loss 18 h	Insulin prom up	Insulin prom up cell count	T cell HTS	T cell HTS vesicle-bound %	MT stabilizer	MT stabilizer Hoechst-high %	MT stabilizer cytotoxicity %
Cc1cc(C(=O)NC(CC(C)C)C(=O)O)cc(C)c1[N+](=O)[O-] (stereo not given)	-1.6	973	12%	-8	646	1	9%	i	-5	0.29	1219	i	20	4.1	2.2	0.1
Cc1ccc(C(C)C)c(OCC(=O)NN=C2CCCC2)c1	-2.6	951	-5%	14	708	1.7	-4%	i	-6	0.76	1454	i	36	2.6	2.4	8.0
CCOC(=O)/C(=N\NC(=O)c1ccccc1)c1ccccc1	/	/	9%	16	766	1	9%	i	0	0	1010	i	17	1.1	1.7	8.0
CN(C)CC(C)(C)CNS(=O)(=O)c1ccc(Cl)c(Cl)c1	-2.5&1.3	1134&915	-4%&2%	3&-1	670&762	1&1	-5%&-5%	i	-7&39	0.26	1227	i	58&18	3.0&1.8	2.0&1.8	0.7&7.0
Clc1ccccc1N=C1SCCS1	0.2	1337	/	-5	721	/	/	/	/	-0.38	934	i	54	/	/	/
CCOc1cc(CO)c(Br)cc1OCC(=O)O	-2.8	1149	-5%	-5	678	1.1	-10%	i	-1	0.4	859	i	11	1.8	0.9	2.6
NC(=O)C1CCN(C(=O)CCC(=O)c2ccc(Br)cc2)CC1	0.3	1020	1%	15	712	1	8%	i	1	-0.18	1302	i	42	3.9	1.6	8.3
Cc1cccc(N(CC(=O)NC2CCCC2)C(=O)CCCC(=O)Nc2ccccn2)c1	/	/	-5%	/	/	1.1	-6%	i	17	-0.55	990	i	36	1.2	1.2	3.3
Cn1c(=O)[nH]c(=O)c2c1nc(Br)n2C/C=N/NC(N)=S	-0.5	1359	/	6	727	/	/	/	/	0.05	1132	i	27	/	/	/
Cc1cc([N+](=O)[O-])cc2c1NC(=O)C2(O)N1CCCCCC1 (stereo not given)	-1.1	1033	5%	-1	633	1.1	16%	i	20	0.3	1539	i	4	4.1	2.2	4.8
Cc1csc(SCC(=O)N2CCN(S(=O)(=O)c3ccc(Cl)cc3)CC2)n1	-7.6	1189	7%	3	748	1.1	6%	i	9	-0.82	1272	i	65	4.9	2.6	2.1
COc1ccc(Cl)cc1NC(=O)CN(c1ccccc1)S(=O)(=O)N(C)C	-2.3	1226	20%	5	803	1.1	14%	i	1	-0.5	1341	i	43	2.5	0.6	35
O=C(Nc1ccc(-n2nncc2-c2ccco2)cc1)c1cccc(F)c1	0.8	1067	20%	10	572	1	20%	i	22	0.09	1821	i	48	3.7	3.7	6.7
Nc1nc(-c2c(Cl)cccc2Cl)no1	2.3	1027	/	1	769	/	/	/	/	-0.35	1424	i	12	/	/	/
CN(CCC#N)C(=O)CSc1nnc(-c2ccco2)n1N	-4.6	1152	-12%	-4	697	1.1	-11%	i	-7	0.42	1282	i	26	2.3	1.2	9.6
CC(=O)c1cccc(NC(=O)Cn2cc3c(n2)CCCC3)c1	/	/	5%	/	/	1.1	6%	i	15	-0.33	949	i	27	2.8	2.3	5.7
COC(=O)c1ccc(OCC(O)Cn2nnc3ccccc32)cc1 (stereo not given)	-4.0	966	-5%	/	/	1.1	-1%	i	1	-0.19	1193	i	8	2.2	1.1	4.4
COc1ccc(N2C(S)=C(C#N)C(=O)NC23CCCCC3)cc1	-0.7	1034	-7%	-7	716	1.1	-1%	i	-18	/	/	i	18	3.8	2.3	5.7
COc1ccc(CC(=O)n2nc(-c3ccc(Cl)cc3)nc2NCc2ccco2)cc1	-3.9	1436	11%	/	/	0.7	6%	i	14	0.04	1301	i	22	28*	28*	29*
CC1(C)Cc2c(c(N3CCCC3)nc3sc4c(N5CCN(CCO)CC5)ncnc4c23)CO1	-2.3	1231	-23%	-7	707	1	-18%	i	8	/	/	i	31	4.1	2.5	6.6
Cc1ccc(NC(=O)c2cnccn2)c(OC(F)F)c1	-1.7	1038	10%	0	574	1	6%	i	-5	0.37	1268	i	44	3.0	2.5	9.2
Cc1cc(C)c(NC(=O)/C(C#N)=C/c2ccc(OCc3ccc(F)cc3)cc2)c(C)c1	-1.7	1073	11%	-32	591	1	3%	i	24	-0.83	1244	i	13	3.9	2.8	8.4

Bioassay records as filed in PubChem.
